# SMARCA2 act – SMARCA2 (BRM) function activators, primary screen, cell-based, luminescence, high throughput; MG213 cells, MMTV-luciferase reporter, dexamethasone, overnight; activation, % at 9.1 µM; 370,000 tested, 1% active; in the data active = activation above about 7.8%;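 also: 0% = vehicle wells and 100% = reference activator wells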
# ssDAF-12 act – S. stercoralis DAF-12 nuclear receptor activators, primary screen, cell-based, luminescence, HEK293, GRIP1 co-expression, lit1-tk-luc; 370,000 tested, 1% active; AID 652126, 2013; HEK293 ssDAF-12/GRIP1 lit1-tk-luc reporter; % of 3 µM dafachronic acid response; activation, % at 6.8 µM; Nuclear hormone receptor DAF-12 (Strongyloides stercoralis);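 active = activation above the mean over all tested compounds plus 3 SD, cut at about 0.9% in these data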;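 also: 0% = DMSO-only wells and 100% = 3 µM delta7-dafachronic acid wells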
# DAX1 inh-1 – DAX1 (NR0B1) inhibitors, primary screen, cell-based, HEK293, Gal4-DAX1, luciferase luminescence; Nuclear receptor subfamily 0 group B member 1 (Homo sapiens), P51843; HEK293 Gal4-DAX1 luciferase reporter; inhibition, % at 6.75 µM; 340,000 tested, 0.99% active; AID 504766, 2011;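 active = inhibition above the mean over all tested compounds plus 3 SD, cut at about 4.2% in these data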;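 also: 0% = DAX1-transfected cells with DMSO and 100% = empty-vector control cells with DMSO; inhibition shows as a rise in luminescence from relieved DAX1 repression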
# hcDAF12 agonist – H. contortus DAF-12 nuclear receptor activators, primary screen, cell-based, luminescence, HEK293, lit1-tk-luc reporter. HEK293 hcDAF-12 lit1-tk-luc reporter; 0% DMSO, 100% Δ7-dafachronic acid. 370,000 tested, 1.4% active. AID 652067, 2013. activation, % at 6.8 µM;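 active = activation above the mean of all tested compounds plus 3 SD, cut at about 5.5% in these data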;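 also: 100% = response to 3 µM Δ7-dafachronic acid high control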
# DAX1 inh-2 – DAX1 (NR0B1) inhibitors on StAR promoter, primary screen, cell-based, luminescence, SF-1 (NR5A1), full-length DAX-1; 370,000 tested, 1.1% active; AID 652010, 2013; HEK293T StAR-luciferase reporter, SF-1/DAX-1 repression relief; inhibition, % at 6.8 µM;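 active = inhibition above the mean over all tested compounds plus 3 SD, cut at about 3.6% in these data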;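 also: 0% = DAX-1 cells with DMSO and 100% = cells lacking DAX-1 with DMSO; higher inhibition means more luminescence from relief of DAX-1 repression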
# PLCb3 inh – human PLC-beta3 inhibitors, primary screen, biochemical, fluorescence; 1-phosphatidylinositol 4,5-bisphosphate phosphodiesterase beta-3 (Homo sapiens), Q01970; Purified PLC-beta3, fluorogenic substrate; inhibition, % at 12.2 µM; 370,000 tested, 0.18% active; AID 720704, 2013; in the data active = inhibition above about 11%;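 also: 0% = median of compound wells on plate and 100% = full blocker control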
# ADAM17 inh – ADAM17 inhibitors, primary screen, biochemical, QFRET. inhibition, % at 6.95 µM. recombinant ADAM17, EDANS/DABCYL FRET peptide cleavage. 370,000 tested, 0.83% active. AID 720648, 2013. Disintegrin and metalloproteinase domain-containing protein 17 (Homo sapiens), P78536;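 active = inhibition above the mean of compounds lying between control limits plus 3 SD, set per campaign, cut at about 8.5% in these data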;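 also: 0% = DMSO-only wells as the low control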
# hgDAF-12 ag – H. glycines DAF-12 receptor agonists, primary screen, cell-based, luminescence, HEK293, GAL4 fusion, UAS-luciferase; activation, % at 6.8 µM; AID 687014, 2013; 370,000 tested, 1.8% active; HEK293 GAL4-hgDAF12 UAS-luciferase reporter, agonist luminescence; normalized to butyrate control;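 active = activation above a cutoff set at the mean of all screened compounds plus 3 SD, cut at about 10% in these data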;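 also: 0% = DMSO wells and 100% = sodium butyrate wells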
# MBD2 DNA inh – inhibitors of MBD2 binding to methylated DNA, primary screen, biochemical, TR-FRET, DNA-binding domain, human | AID 686964, 2013 | MBD2 binding to methylated oligonucleotide | inhibition, % at 4.4 µM | 370,000 tested, 0.31% active; in the data active = inhibition above about 13%
# Rev-erbA mod – modulators of Rev-erb alpha DNA binding, primary screen, biochemical, FITC-DNA, fluorescence polarization, uHTS; Nuclear receptor subfamily 1 group D member 1 (Homo sapiens), P20393; Rev-erbα–FITC-DNA binding, 90 min; activity, % at 10 µM; 370,000 tested, 0.79% active; AID 1259318, 2017;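 active = activity above about 14%, limit read from the data; passing the limit was not always enough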;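 also: 0% = DMSO wells with 35 nM protein and 100% = DMSO wells with 750 nM protein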
# PLCg1 inh – PLC-gamma1 enzyme inhibitors, primary screen, biochemical, fluorescence, purified enzyme; fluorogenic substrate; 370,000 tested, 0.84% active; inhibition, % at 12.2 µM; in the data active = inhibition above about 9.5%
# The depositor's hits bear a star; . = not tested or not shown.
[1] COc1ccc(-n2nc(C(=O)NCC(=O)NCCC3=CCCCC3)c3ccccc3c2=O)c(OC)c1
[2] N#C/C(=C\c1ccc[nH]1)C(=O)Nc1ccccc1Cl
[3] CC1(C(=O)NS(=O)(=O)c2ccc(F)cc2F)CCN1C(=O)CC1CCCCC1 (centres undefined)
[4] CC1CCN(c2ccc(/C=C(\C#N)c3nn(-c4ccccc4)c(N)c3C#N)cc2[N+](=O)[O-])CC1
[5] Cc1ccc(CNC(=O)CCc2nc3ccccc3c(=O)[nH]2)cc1
[6] O=S(=O)(c1ccccc1F)N1CCN(C(=S)NCc2ccccc2)CC1
[7] COc1ccc(NC(=S)NCc2ccccc2Cl)c(OC)c1
[8] CCOC(=O)C1=CCN(S(=O)(=O)c2ccccc2F)C1c1ccc(Cl)c(Cl)c1 (centres undefined)
Screen / compound no. | 1 | 2 | 3 | 4 | 5 | 6 | 7 | 8
SMARCA2 act | 0 | 1 | -4 | -2 | 1 | 2 | -2 | -2
ssDAF-12 act | -1.1 | 1.2* | -0.5 | -1.2 | -1.2 | -1.7 | -0.8 | -0.7
DAX1 inh-1 | 1.0 | 1.9 | . | -0.7 | 0.0 | 0.2 | -3.2 | .
hcDAF12 agonist | -0.5 | 11* | -0.8 | -0.9 | -0.8 | -0.5 | -1.1 | -0.3
DAX1 inh-2 | 0.0 | 2.6 | -0.7 | 0.4 | 1.7 | -1.0 | -0.5 | -1.9
PLCb3 inh | -4 | -6 | 5 | 1 | 1 | -2 | 2 | -2
ADAM17 inh | -2 | 0 | -2 | 0 | -2 | 1 | -3 | 4
hgDAF-12 ag | -1.0 | 5.0 | -0.6 | -2.2 | -1.3 | 0.8 | 0.4 | -1.4
MBD2 DNA inh | 4 | -3 | 11 | -2 | -5 | 2 | 1 | 0
Rev-erbA mod | 3 | -4 | 0 | 2 | 2 | 4 | 8 | 2
PLCg1 inh | 0 | -1 | 4 | 1 | 3 | 1 | 0 | 0

[9] CCN(CC)c1ccc(NC(=O)CCNS(=O)(=O)c2ccc3c(c2)CCC(=O)N3)c(C)c1
[10] COc1cc(S(=O)(=O)NCC2COCCO2)ccc1-n1cnnn1 (centres undefined)
[11] Cc1ccc(S(=O)(=O)N2CCOCC2)cc1NC(=O)COC(=O)c1ccc(OCc2c(C)noc2C)cc1
[12] COc1ccc(N2CC(O)=C(c3nc(C)cs3)C2=N)cc1
[13] CCn1nc(CC(=O)Nc2nnc(CC(=O)N3CCCCC3)s2)c2ccccc2c1=O
[14] C[C@@H]1CN([C@@H](C)CO)C(=O)CCCn2nncc2CO[C@@H]1CN(C)C(=O)Nc1ccc(N2CCN(C)CC2)cc1
[15] CCCCn1c(N)c(N(CCOC)C(=O)COC(=O)CCOc2ccccc2C)c(=O)[nH]c1=O
[16] CCCCN(CCCC)CCNC(=O)CN1C(=O)COc2ccc(S(=O)(=O)N3CCOCC3)cc21
Screen / compound no. | 9 | 10 | 11 | 12 | 13 | 14 | 15 | 16
SMARCA2 act | -1 | 0 | -3 | -1 | -2 | 1 | -1 | -2
ssDAF-12 act | -0.2 | -1.5 | -0.3 | -0.1 | -1.0 | -1.4 | -0.9 | -0.9
DAX1 inh-1 | 0.6 | 0.3 | -0.1 | -0.4 | 0.6 | 0.5 | 2.7 | 0.1
hcDAF12 agonist | 3.2 | 2.1 | -1.4 | 0.7 | -2.4 | -0.1 | -0.3 | -0.7
DAX1 inh-2 | -0.2 | -0.2 | -0.4 | -0.8 | 0.4 | 0.7 | 0.2 | 0.6
PLCb3 inh | -8 | 4 | 0 | -5 | 3 | 0 | -1 | 0
ADAM17 inh | -3 | 0 | 2 | 1 | -2 | -5 | 2 | -2
hgDAF-12 ag | -2.5 | 0.6 | 0.6 | 1.6 | -0.5 | 1.5 | 0.4 | -0.9
MBD2 DNA inh | -2 | -4 | 0 | -1 | 1 | 0 | -1 | 3
Rev-erbA mod | 10 | 4 | 1 | -3 | 4 | 1 | -6 | 3
PLCg1 inh | -2 | 1 | -2 | 0 | -3 | 1 | 1 | -1

# In a second layout: results already given.
nr	smiles	SMARCA2 act	ssDAF-12 act	DAX1 inh-1	hcDAF12 agonist	DAX1 inh-2	PLCb3 inh	ADAM17 inh	hgDAF-12 ag	MBD2 DNA inh	Rev-erbA mod	PLCg1 inh
7	COc1ccc(NC(=S)NCc2ccccc2Cl)c(OC)c1	-2	-0.8	-3.2	-1.1	-0.5	2	-3	0.4	1	8	0
8	CCOC(=O)C1=CCN(S(=O)(=O)c2ccccc2F)C1c1ccc(Cl)c(Cl)c1 (centres undefined)	-2	-0.7	.	-0.3	-1.9	-2	4	-1.4	0	2	0
9	CCN(CC)c1ccc(NC(=O)CCNS(=O)(=O)c2ccc3c(c2)CCC(=O)N3)c(C)c1	-1	-0.2	0.6	3.2	-0.2	-8	-3	-2.5	-2	10	-2
10	COc1cc(S(=O)(=O)NCC2COCCO2)ccc1-n1cnnn1 (centres undefined)	0	-1.5	0.3	2.1	-0.2	4	0	0.6	-4	4	1
11	Cc1ccc(S(=O)(=O)N2CCOCC2)cc1NC(=O)COC(=O)c1ccc(OCc2c(C)noc2C)cc1	-3	-0.3	-0.1	-1.4	-0.4	0	2	0.6	0	1	-2
12	COc1ccc(N2CC(O)=C(c3nc(C)cs3)C2=N)cc1	-1	-0.1	-0.4	0.7	-0.8	-5	1	1.6	-1	-3	0
13	CCn1nc(CC(=O)Nc2nnc(CC(=O)N3CCCCC3)s2)c2ccccc2c1=O	-2	-1.0	0.6	-2.4	0.4	3	-2	-0.5	1	4	-3
14	C[C@@H]1CN([C@@H](C)CO)C(=O)CCCn2nncc2CO[C@@H]1CN(C)C(=O)Nc1ccc(N2CCN(C)CC2)cc1	1	-1.4	0.5	-0.1	0.7	0	-5	1.5	0	1	1

# (continued)
[17] CC1CCC(C(C)C)C(OCC(O)CNC(C)(C)C)C1 (centres undefined)
[18] Cc1onc(-c2c(F)cccc2Cl)c1C(=O)Nc1cccc(S(=O)(=O)N2CCOCC2)c1
[19] O=C(Nc1cccc2ccccc12)N1CCN(Cc2ccccc2)CC1
[20] O=C(c1cc2cc(F)ccc2[nH]1)N1CCN(Cc2ccc3c(c2)OCO3)CC1
[21] COc1cc(OC)cc(-c2nc(-c3cccs3)no2)c1
[22] CC(C)NS(=O)(=O)c1ccc(CCC(=O)N2CCc3ccccc3C2)cc1
[23] O=C(C1CCN(S(=O)(=O)c2ccc3[nH]c(=O)oc3c2)CC1)N1CCCC1
Screen / compound no. | 17 | 18 | 19 | 20 | 21 | 22 | 23
SMARCA2 act | 3 | 0 | 2 | 2 | -1 | 4 | 2
ssDAF-12 act | -1.0 | -1.4 | -0.4 | -0.8 | -0.5 | -1.2 | -1.4
DAX1 inh-1 | 2.2 | -0.1 | 1.7 | -0.1 | 0.3 | 0.1 | .
hcDAF12 agonist | -1.3 | -0.4 | 1.2 | 0.3 | 1.1 | -3.2 | -1.4
DAX1 inh-2 | -0.1 | -1.8 | 0.4 | 0.4 | 1.1 | 0.3 | -0.8
PLCb3 inh | 4 | 5 | -97 | -9 | -2 | 0 | 2
ADAM17 inh | -1 | 1 | -60 | 8 | -2 | 1 | 1
hgDAF-12 ag | 2.7 | -2.6 | 0.3 | 1.8 | 3.5 | -4.0 | 3.0
MBD2 DNA inh | -2 | -1 | 1 | -3 | 2 | 3 | 2
Rev-erbA mod | -1 | 1 | 4 | 5 | 5 | 6 | 6
PLCg1 inh | 0 | 8 | -80 | 0 | -3 | 2 | -8
